aSyn yeast rescue: qHTS of alpha-syn Inhibitors: NCGC Sytravon Library Screen; hit rate 0.02% among 94,000; Potency, µM (top dose mostly 46.1 µM), without a hit: at the highest dose growth rescue (activation), hits mostly activators; AID 1347070, 2019; S. cerevisiae alpha-synuclein toxicity rescue, BacTiter-Glo growth, 24 h; active = well fitted activation curve with a large enough effect; note: 0% is about no effect
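Growth restoration measured by BacTiter-Glo luminescence after 24 hr at 30 deg C; alpha-synuclein yeast, raffinose-pregrown to mid-log, were added at OD600=0.02 in galactose medium onto pinned compounds.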
The depositor's hits bear a star. Potency is the fitted concentration of half-maximal effect. The list is partial (hit frequency here may not be typical).

CCOC(=O)c1c(C)[nH]c(C)c1S(=O)(=O)N(C)CC(=O)Nc1ccc(C)cc1C
  aSyn yeast rescue = 5%
Cc1ccc(N(C)C(CNS(=O)(=O)c2ccccc2)c2ccccc2)cc1 (stereo not given)
  aSyn yeast rescue = 17%
CCc1ccc(C(CNc2nc(C(F)(F)F)nc3ccccc23)N(C)C)cc1 (stereo not given)
  aSyn yeast rescue = 4%
COc1cc(SC)ccc1C(=O)Nc1cccc(C2OCCCO2)c1
  aSyn yeast rescue = 9%
CCOc1ccccc1-n1c(SCC(=O)Nc2ccccc2C(=O)O)nc2ccccc2c1=O
  aSyn yeast rescue = 9%
CN(C)c1ccc(CCc2ccc(N)cc2)cc1
  aSyn yeast rescue = -8%
CC1CCN(c2nc3c(S(=O)(=O)c4ccccc4)nnn3c3ccsc23)CC1
  aSyn yeast rescue = -2%
Cc1ccccc1NC(=O)Cn1c(SCC(=O)Nc2ccc(F)cc2)nc2ccccc21
  aSyn yeast rescue = 7%
Cc1cccc(C)c1NC(=O)CSc1nnc(C)n1CC1CCCO1 (stereo not given)
  aSyn yeast rescue = -7%
Cc1ccc(C2N3CC4(C)CN2CC(c2ccccc2)(C3)C4=O)cc1 (stereo not given)
  aSyn yeast rescue = 7%
CCOc1ccc(CNC(=O)c2cc3c(=O)oc4ccc(C)cc4c3s2)cc1
  aSyn yeast rescue = -6%
CCn1c(=O)cc(OCC(=O)N2CCN(c3ccc(C)cc3)C(C)C2)c2ccccc21 (stereo not given)
  aSyn yeast rescue = 8%
COc1cc2ncc3c(-c4ccccc4)nn(-c4ccc(C)cc4)c3c2cc1OC
  aSyn yeast rescue = -6%
Cc1ccc(C(=O)OCC(=O)N2CCNC2=O)c(C)c1
  aSyn yeast rescue = -3%
CCOC(=O)c1sc2cccc(F)c2c1S(=O)(=O)Nc1ccccc1F
  aSyn yeast rescue = 16%
O=C(NCC(=O)N1CCCC1)c1ccccc1F
  aSyn yeast rescue = -3%
NC(=S)N/N=C1\CC(c2ccc3c(c2)OCCO3)Oc2ccc(F)cc21 (stereo not given)
  aSyn yeast rescue = -1%
Cc1ccccc1NC(=O)COC(=O)CCC(=O)c1cccs1
  aSyn yeast rescue = -1%
Cc1cccc(C)c1OCCSc1nc2ccccc2n1CC(=O)O
  aSyn yeast rescue = 1%
COc1ccc([N+](=O)[O-])cc1NC(=O)CC(c1ccccc1)c1ccccc1
  aSyn yeast rescue = 5%
O=C(Nc1ccccc1F)c1nc(SCc2ccc(F)cc2)ncc1Cl
  aSyn yeast rescue = -1%
CCc1ccccc1NC(=O)Cn1nnc(C(=O)NCc2ccco2)c1N
  aSyn yeast rescue = 3%
CCN(CC)S(=O)(=O)c1ccc(N2CCN(S(=O)(=O)c3ccccc3)CC2)nc1
  aSyn yeast rescue = -6%
CCOc1ccccc1NC(=O)CSc1n[nH]c(=O)n1-c1ccccc1
  aSyn yeast rescue = 6%
CCCNc1nc2c(c(=O)n(C)c(=O)n2C)n1CC(O)COc1ccccc1 (stereo not given)
  aSyn yeast rescue = -15%

Retrieved one by one from the list above (six):
CC1CCN(c2nc3c(S(=O)(=O)c4ccccc4)nnn3c3ccsc23)CC1
  aSyn yeast rescue = -2%
Cc1ccccc1NC(=O)Cn1c(SCC(=O)Nc2ccc(F)cc2)nc2ccccc21
  aSyn yeast rescue = 7%
CCCNc1nc2c(c(=O)n(C)c(=O)n2C)n1CC(O)COc1ccccc1 (stereo not given)
  aSyn yeast rescue = -15%
CCOc1ccccc1NC(=O)CSc1n[nH]c(=O)n1-c1ccccc1
  aSyn yeast rescue = 6%
Cc1cccc(C)c1OCCSc1nc2ccccc2n1CC(=O)O
  aSyn yeast rescue = 1%
Cc1ccccc1NC(=O)COC(=O)CCC(=O)c1cccs1
  aSyn yeast rescue = -1%

In the list so far, two contain a COOH group.
CCOc1ccccc1-n1c(SCC(=O)Nc2ccccc2C(=O)O)nc2ccccc2c1=O
  aSyn yeast rescue = 9%
Cc1cccc(C)c1OCCSc1nc2ccccc2n1CC(=O)O
  aSyn yeast rescue = 1%

Laid out differently: 3 of the compounds above
Molecule,aSyn yeast rescue
Cc1ccc(N(C)C(CNS(=O)(=O)c2ccccc2)c2ccccc2)cc1 (stereo not given),17%
COc1ccc([N+](=O)[O-])cc1NC(=O)CC(c1ccccc1)c1ccccc1,5%
CCc1ccccc1NC(=O)Cn1nnc(C(=O)NCc2ccco2)c1N,3%

Following part.
Cc1csc2nc(-c3ccc(NS(=O)(=O)c4cccc(F)c4)cc3)cn12
  aSyn yeast rescue = 9%
O=C(NCCN1CCOCC1)C12CC3CC(C1)CC(c1ccccc1)(C3)C2
  aSyn yeast rescue = -2%
COCCNCC(=O)Nc1ccc(OC(F)(F)F)cc1
  aSyn yeast rescue = 2%
Cc1ccc(-n2ncc3c(N4CCN(C)CC4)ncnc32)cc1
  aSyn yeast rescue = 10%
Cc1c(Cl)cccc1NC(=O)CSc1nc(=O)n(CCCN2CCOCC2)c2c1CCCC2
  aSyn yeast rescue = -2%
Cc1ccnc(N2CCC(C(=O)NCc3ccccc3F)CC2)n1
  aSyn yeast rescue = -6%
CCc1ccc(Nc2nnc(-c3cc4cc(OC)ccc4oc3=O)s2)cc1
  aSyn yeast rescue = 4%
COc1ccc(C(=O)Nc2ccc(S(=O)(=O)NC(C)=O)cc2)cc1[N+](=O)[O-]
  aSyn yeast rescue = -15%
CN(C)C1(CNC(=O)COc2cccc(Cl)c2)CCCCC1
  aSyn yeast rescue = -2%
Cc1ccccc1C(=O)Nc1nnc(S(=O)(=O)N2CCc3ccccc32)s1
  aSyn yeast rescue = 0%
NC(=O)c1ccccc1N=Cc1cccnc1
  aSyn yeast rescue = 4%
COC(=O)c1cccc(NC(=O)CN2C(=O)C3CCCCC3C2=O)c1 (stereo not given)
  aSyn yeast rescue = -12%
COC(=O)c1sccc1S(=O)(=O)N(CC(=O)Nc1cc(C)ccc1C)c1ccc(C)c(C)c1
  aSyn yeast rescue = -3%
CCN1CCN(c2nc3c(S(=O)(=O)c4ccc(Br)cc4)nnn3c3ccsc23)CC1
  aSyn yeast rescue = -5%
CN(C)CCCn1cnc2c(c1=N)C(c1ccccc1)c1ccc3ccccc3c1O2 (stereo not given)
  aSyn yeast rescue = -18%
Cc1ccc(-c2nnc(SCC(=O)NC3CCCC3)n2C)cc1
  aSyn yeast rescue = -4%
Cn1c(=O)sc2cc(NS(=O)(=O)c3ccc(C(C)(C)C)cc3)ccc21
  aSyn yeast rescue = -7%
CCCCN(C1CCS(=O)(=O)C1)S(=O)(=O)c1ccc(OC)cc1 (stereo not given)
  aSyn yeast rescue = 12%
CCOC(=O)N1CCN(C(=O)c2ccc(S(=O)(=O)Nc3cccc(C(F)(F)F)c3)cc2)CC1
  aSyn yeast rescue = -3%
Cc1cc(Cl)cc2sc(NC(=O)c3ccco3)nc12
  aSyn yeast rescue = 4%
Cc1ccn2c(Nc3c(C)cccc3C)c(-c3ccsc3)nc2c1
  aSyn yeast rescue = -9%
N#CC(=Cc1ccnc2ccccc12)c1ccccc1
  aSyn yeast rescue = -8%
O=C(NC1CC(=O)N(c2ccc(F)cc2)C1)c1ccc(S(=O)(=O)N2CCCCC2)cc1 (stereo not given)
  aSyn yeast rescue = 2%
O=C(COc1ccc(Cl)cc1Br)Nc1ccccc1N1CCCC1
  aSyn yeast rescue = 1%
CCCCN1CC(c2nc3ccccc3n2CCCCOc2cc(C)cc(C)c2)CC1=O (stereo not given)
  aSyn yeast rescue = 0%

Among those listed so far, five have a Cl atom:
O=C(Nc1ccccc1F)c1nc(SCc2ccc(F)cc2)ncc1Cl
  aSyn yeast rescue = -1%
Cc1c(Cl)cccc1NC(=O)CSc1nc(=O)n(CCCN2CCOCC2)c2c1CCCC2
  aSyn yeast rescue = -2%
CN(C)C1(CNC(=O)COc2cccc(Cl)c2)CCCCC1
  aSyn yeast rescue = -2%
Cc1cc(Cl)cc2sc(NC(=O)c3ccco3)nc12
  aSyn yeast rescue = 4%
O=C(COc1ccc(Cl)cc1Br)Nc1ccccc1N1CCCC1
  aSyn yeast rescue = 1%

The list continues:
O=C(CN1C(=O)NC2(CCCC2)C1=O)OCc1c(F)cccc1Cl
  aSyn yeast rescue = -3%
COc1ccc(OC)c(NC(=O)CN(C)S(=O)(=O)c2ccc(C(=O)N3CCOCC3)s2)c1
  aSyn yeast rescue = -10%
COc1cccc2cc(C(C)N(CCCN3CCOCC3)C(=S)Nc3c(C)cccc3C)oc12 (stereo not given)
  aSyn yeast rescue = -7%
Brc1cccc(-c2nnn3c2nc(NCc2ccc4c(c2)OCO4)c2ccccc23)c1
  aSyn yeast rescue = -2%
O=C(Nc1cc(Cl)ccc1N1CCOCC1)c1ccc(N2CCCCC2)c([N+](=O)[O-])c1
  aSyn yeast rescue = -3%
CCOc1ccc(-c2nn(-c3ccc(F)cc3)c3c2cnc2ccc(F)cc23)cc1
  aSyn yeast rescue = -2%
CC(=O)c1c(O)c(C)c(O)c2c1OC1=Cc3c(c(C)nn3-c3ccccc3)C(=O)C12C (stereo not given)
  aSyn yeast rescue = 15%
CCN1CCC(N(Cc2cccc(OC)c2)C(=O)Nc2cccc(C)c2C)CC1
  aSyn yeast rescue = 6%
CCN(CC)S(=O)(=O)c1ccc2c(c1)N(CC(=O)Nc1cccc(C)c1C)C(=O)C1CCCN21 (stereo not given)
  aSyn yeast rescue = -2%
C[C@H](CO)N1C[C@H](C)[C@@H](CN(C)Cc2ccc3c(c2)OCCN3C)OCc2cnnn2CCCC1=O
  aSyn yeast rescue = -9%
Cc1cc2nnc(SCC(=O)N3CCOCC3)n2c2ccccc12
  aSyn yeast rescue = -6%
COCCn1c(C)cc(/C=C(\C#N)C(=O)OCC(=O)Nc2ccc(S(N)(=O)=O)cc2)c1C
  aSyn yeast rescue = -6%
CCOc1ccccc1N1CC(c2nc3ccccc3n2CCCCOc2ccccc2)CC1=O (stereo not given)
  aSyn yeast rescue = -12%
CC1C(=O)N(Cc2cn(CCC3OCCCO3)nn2)CCS(=O)(=O)N1Cc1ccc(-c2cccc(CO)c2)cc1 (stereo not given)
  aSyn yeast rescue = -1%
Cc1ccc([C@H]2C[C@H](O)[C@@H](n3cc(C4CC4)nn3)CN2CC2CCCCC2)cc1
  aSyn yeast rescue = 2%
CCn1c(=O)cc(SCC(=O)NCc2ccc(OC)cc2OC)c2ccccc21
  aSyn yeast rescue = -4%
O=c1c2c3c(sc2n(Cc2ccc(F)cc2Cl)c(=O)n1-c1ccc(Cl)cc1)CCC3
  aSyn yeast rescue = -10%
Cc1ccc(NC(=O)CN2CCCCCC2)cc1Br
  aSyn yeast rescue = -6%
CC(C)OCC1Cn2c(nc3c2c(=O)n(C)c(=O)n3C)O1 (stereo not given)
  aSyn yeast rescue = -3%
CCN1CCN(C(=O)c2ccc3c(c2)N(Cc2ccccc2F)C(=O)c2ccccc2S3=O)CC1 (stereo not given)
  aSyn yeast rescue = -3%
CCc1ccc(-c2ccc(SCC(=O)NC3CCCC3)nn2)cc1
  aSyn yeast rescue = -5%
CCC(=O)N1CCc2cc(CNC(=O)c3ccc(C#N)cc3)ccc21
  aSyn yeast rescue = -6%
O=C1[C@H]2[C@@H](c3ccc(C(F)(F)F)cc3)N[C@]3(CCCN(Cc4ccc(Br)cc4)C3=O)[C@H]2C(=O)N1Cc1ccccc1
  aSyn yeast rescue = 14%
O=C(Nc1noc2ccccc12)c1ccc(F)cc1
  aSyn yeast rescue = -26%
Cc1nn(C(C)C(=O)Nc2cccc(F)c2)c(=O)c2c1sc1ccccc12 (stereo not given)
  aSyn yeast rescue = 6%

Source: PubChem
